P. falciparum M17LAP = P. falciparum M17LAP inhibitors, primary screen, biochemical, fluorogenic H-Leu-NHMec substrate, 1536-well (AID 1619); actives 0.38% (n = 220,000); one-dose inhibition, % at 30 µM; IC50 in µM for titrated hits; recombinant M17LAP, H-Leu-NHMec fluorogenic kinetic assay; higher % means a stronger effect;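 active = compound inhibiting the enzyme by more than half at any dose during confirmatory dose-response retesting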;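 also: plate controls were full reaction with DMSO carrier for no effect and no enzyme background for full effect; strong numbers were not always called active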
Lipid droplet = modulators of hepatic lipid droplet formation; AML12 mouse hepatocytes, oleate lipid droplets, BODIPY imaging; inhibition, % at 6.5 µM; actives 0.4% (n = 240,000); AID 1656;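 active = lipid droplet intensity inhibited by at least 50%, with more than 500 cells counted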
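Assay system: AML12 mouse liver cells | Compound: 6.5 µM single-point dosing | Schedule: Overnight exposure | Technique: Fluorescence imaging, 20x objective, two fields per well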
human PMI inhibitors = human PMI inhibitors, high substrate, primary screen, biochemical, fluorescence intensity, high mannose 6-phosphate (AID 1220); recombinant PMI enzyme, coupled fluorescence intensity; higher % means a stronger effect; one-dose inhibition, % at 20 µM; IC50 in µM for titrated hits; actives 0.66% (n = 190,000)
human PMI inhibition = MPI enzyme activity inhibition – biochemical, fluorescence intensity, coupled assay, primary screen (AID 1209); purified PMI enzyme, coupled fluorescence intensity; higher % means a stronger effect; inhibition, % at 20 µM, or IC50 in µM where a hit was titrated; actives 0.42% (n = 190,000);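 also: plate controls were DMSO vehicle for no effect and wells lacking substrate for full effect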
TNAP activation fold = human TNAP enzyme activators, primary screen, biochemical, luminescent, no phosphate acceptor, uHTS (AID 1001). actives 0.03% (n = 200,000). purified TNAP, luminescent activation assay, no phosphate acceptor; higher activation fold means a stronger effect. one-dose activation fold at 20 µM; EC50 in µM for titrated hits; in the data active = activation fold from about 3, or a potency from the dose series; inactive = the rest, 99 in 100 with activation fold below about 1.6; also: many of its hits are not listed in these tables
P. falciparum M1AAP = P. falciparum M1AAP inhibitors, biochemical, fluorogenic H-Leu-NHMec substrate, 1536-well (AID 1445). recombinant M1AAP, H-Leu-NHMec fluorogenic kinetic assay; higher % means a stronger effect. inhibition, % at 30 µM, or IC50 in µM where a hit was titrated. actives 0.42% (n = 220,000);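 active = primary inhibition above the hit cutoff, then over 50% inhibition at one or more dose response concentrations, cut at about 23% in these data, passing the limit was not always enough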;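 also: plate controls were DMSO full reaction for no effect and no enzyme background for full effect; strong numbers were not always called active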
XIAP antagonists = small molecules displacing peptide from XIAP – biochemical, IAP family, fluorescence polarization (AID 1018); XIAP BIR domain, fluorescence polarization peptide displacement; higher % means a stronger effect; actives 0.007% (n = 200,000); displacement, % at 20 µM; hits with a dose series show IC50 in µM; in the data active = displacement above about 50%; also: a part of the inactive calls stands beside numbers as strong as those of hits
SIAH1 antagonists = blockers of Siah-1 interaction with plectin peptide – biochemical, fluorescence polarization, rhodamine-plectin, uHTS, primary screen (AID 1817). Siah-1 / rhodamine-plectin peptide fluorescence polarization; higher % means a stronger effect. displacement, % at 20 µM; hits with a dose series show IC50 in µM. actives 0.02% (n = 290,000);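 active = displacement of at least 50% at 20 µM, with a fluorescence ratio check between 0.3 and a set limit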;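 also: plate controls were Siah plus tracer with DMSO for no effect and tracer alone without Siah for full effect; strong numbers were not always called active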
K1F lysis inhibition = protection from phage-mediated lysis, alamar blue read-out – E. coli UTI89, K1F phage, bacterial capsule biogenesis inhibitors (AID 488966) | E. coli UTI89 K1F phage lysis, alamar blue, 2 h; higher % means a stronger effect | inhibition, % at 100 µM, or IC50 in µM where a hit was titrated | actives 0.02% (n = 340,000);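 active = phage lysis inhibition, versus mean bacterial control, above a set limit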;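 also: capsule biogenesis inhibitors block K1F phage lysis so surviving cells raise fluorescence; higher fluorescence means more inhibition of phage lysis; actives were called in the ten point dose series up to 300 µM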
Lipid droplet cells 6.5 µM = recorded beside Lipid droplet, whose call it bears; cell count; measured here: cell count, cytotoxicity flag;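 cells counted across two imaged fields per well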
* marks the source's active call; other numbers are inactive results; x = not tested or not shown; [ ] = remark or other dose. Rule as the data show it, unless noted: active = inhibition above about 50%; inactive = the rest.

SMILES	P. falciparum M17LAP	Lipid droplet	Lipid droplet cells 6.5 µM	human PMI inhibitors	human PMI inhibition	TNAP activation fold	P. falciparum M1AAP	XIAP antagonists	SIAH1 antagonists	K1F lysis inhibition
COc1ccc(N(CC(=O)Nc2ccc3c(c2)OCO3)S(=O)(=O)c2ccc(F)cc2)cc1	-3%	2	560	34%	14%	1.2	5%	-11%	-3%	0.7%
CC[N+](C)(CC)CCC/C(=N/O)C(O)(c1ccccc1)c1ccccc1	5%	-3	704	x	x	x	9%	x	15%	x
O=C(COc1ncnc2scc(-c3ccc(F)cc3)c12)NCc1ccco1	2%	12	783	1%	4%	1.1	4%	-6.8%	-2%	0.1%
COC(=O)/C(=C/Nc1ccc(O)cc1)[N+](=O)[O-]	26%	12	818	12%	17%	1.1	10%	-4.0%	13%	1.3%
COc1cccc(NC(=O)N2CCCC(C(=O)NCc3ccc(F)cc3)C2)c1 (stereo not given)	20%	-21	699	10%	10%	1.1	1%	-1.7%	4%	0.4%
Cc1nnc(SCCn2c(N3CCCC(C)C3)nc3c2c(=O)n(C)c(=O)n3C)s1 (stereo not given)	3%	9	723	17%	12%	1.1	1%	0.9%	-3%	-1.6%
CC(CCc1ccccc1)NC(=O)COc1cc(F)ccc1[N+](=O)[O-] (stereo not given)	-1%	-8	721	-6%	-21%	1.1	6%	-2.9%	-14%	0.9%
C=CCn1c(N)c(C(=O)NCC2CCCO2)sc1=S (stereo not given)	16%	1	712	-6%	-2%	1.1	15%	-2.0%	7%	3.8%
COc1ccccc1CCn1cnc2c3cc(C)ccc3n(C)c2c1=O	1%	x	x	6%	6%	1.1	2%	-1.3%	2%	0.2%
c1ccc2oc(SCc3cn4ccsc4n3)nc2c1	4%	x	x	14%	23%	1.1	3%	0.9%	-1%	2.6%
Cc1ccc(S(=O)(=O)NC(CC(=O)NC2CCCC2)c2ccco2)cc1 (stereo not given)	12%	-2	640	-1%	-1%	1.1	-3%	1.1%	-6%	4.1%
COc1ccc(C(=O)NC2CCN(C(=S)Nc3cc(C)cc(C)c3)CC2)cc1	-12%	-2	610	7%	20%	1.1	6%	-7.6%	-6%	-0.2%
COc1cccc(C(=O)Oc2cc(-c3ccccc3)no2)c1	1%	4	717	-12%	-11%	0.7	-10%	-6.9%	-1%	-0.1%
Cc1[nH]c(=O)[nH]c(=O)c1S(=O)(=O)N1CCCC(C(=O)NCCc2ccc(Cl)cc2)C1 (stereo not given)	6%	-1	790	-6%	-3%	1	1%	-5.2%	4%	0.7%
CCCc1cc2c(cc1NC(=O)c1ccc(C(C)(C)C)cc1)OCO2	1%	29	609	7%	15%	1	1%	-8.6%	-3%	0.4%
O=C(Nc1ccccc1)N1CCN(C(=O)Nc2ccccc2)CC1	9%	15	686	-1%	-4%	1.1	3%	-7.2%	6%	x
CC1S/C(=N\N=C\c2cccc([N+](=O)[O-])c2)N(C(C)(C)C)C1=O (stereo not given)	9%	3	703	x	x	x	8%	x	3%	0.7%
CCOC(=O)c1cn[nH]c1C(F)(F)F	-2%	1	690	x	x	x	3%	x	14%	x
Cc1ccc(C)n1-c1ccc(-c2ccn[nH]2)cc1	-6%	0	720	16%	4%	1.2	1%	0.0%	-1%	-0.3%
CCCCNC(=O)Nc1c(C(=O)OC)[nH]c2ccc(C)cc12	-2%	-18	857	-10%	-5%	1.1	7%	-2.6%	-6%	0.5%
CCOC(=O)c1ccc(NC(=O)c2ccccc2[N+](=O)[O-])cc1	-6%	-3	650	-1%	-3%	1	10%	-9.2%	-2%	7.4%
Cc1ccc(C(=O)Oc2cc(C)[nH]c(=O)c2[N+](=O)[O-])cc1	1%	1	704	-6%	0%	1.1	-5%	-4.0%	-1%	0.6%
O=C(CNCc1cccs1)Nc1ccc(S(=O)(=O)N2CCCCC2)cc1	-4%	22	737	-7%	-3%	1.1	-2%	-2.2%	0%	-2.6%
C/C(=N\N1CCN(Cc2ccc(C)cc2)CC1)c1ccco1	1%	-5	713	13%	2%	1	2%	-2.4%	3%	8.6%
S=C(NCc1cccs1)NCC1CCCO1 (stereo not given)	0%	-3	675	10%	7%	1.1	2%	-3.0%	-5%	-0.6%

Additional structures follow.
SMILES	P. falciparum M17LAP	Lipid droplet	Lipid droplet cells 6.5 µM	human PMI inhibitors	human PMI inhibition	TNAP activation fold	P. falciparum M1AAP	XIAP antagonists	SIAH1 antagonists	K1F lysis inhibition
CSc1ccccc1NC(=O)COC(=O)Cc1cccs1	15%	3	664	12%	10%	1.1	3%	-6.0%	2%	0.8%
Cc1ccc(S(=O)(=O)NCCC(=O)NCc2ccco2)cc1	6%	-11	742	-13%	-19%	1.1	8%	-0.1%	1%	2.5%[50 µM]
COc1cccc(NC(=O)Cn2nc(Cc3cccnc3)c3ccccc3c2=O)c1	13%	x	x	6%	3%	1.1	8%	-5.5%	1%	-0.9%
CC1(OC(=O)C2CCCC2)C(=O)C=C2C=C(c3ccsc3)N(Cc3ccco3)C=C2C1=O (stereo not given)	20%	-3	670	x	x	x	9%	x	5%	1.6%
Cc1cccc(NC(=O)CCn2ccnc2C)c1	-4%	2	740	12%	17%	1.2	-1%	-2.3%	-1%	0.2%
CCOC(=O)Cc1csc(NC(=O)CN2C(=O)c3ccccc3S2(=O)=O)n1	14%	3	782	-9%	-4%	1.9	12%	0.6%	2%	-0.1%
CCOC(=O)CNC(=O)Cn1cnc2ccc(S(=O)(=O)N3CCC(C)CC3)cc2c1=O	4%	x	x	-4%	-6%	1.1	-1%	-19%	2%	1.1%
O=C(N/N=C/c1cccc(O)c1)c1ccccc1O	21%	11	757	x	x	x	5%	x	-8%	2.3%
COc1ccc(NC(=S)NNc2ccc([N+](=O)[O-])cc2S(=O)(=O)Nc2ccc(C)cc2C)cc1	4%	-14	589	1%	26%	0.9	6%	-6.6%	7%	1.4%[50 µM]
Cc1ccc(C)c(NC(=S)NCc2cccn2C)c1	6%	0	791	-14%	0%	1	8%	-4.3%	-2%	x
C/C(=N\N1CCN(C2c3ccccc3-c3ccccc32)CC1)c1cccnc1	-9%	x	x	4%	6%	1.1	10%	0.1%	-1%	0.0%
COc1ccc(C2=NOC(COC(=O)c3ccc4ccccc4n3)C2)cc1 (stereo not given)	8%	1	633	17%	0%	1	-1%	-4.5%	2%	2.0%
COc1ccc(C(N)=O)cc1NC(=O)CC(O)(C(F)(F)F)C(F)(F)F	-3%	-4	734	-3%	1%	1.1	17%	-2.8%	2%	0.1%
Cc1ccc(S(=O)(=O)N2N=C3CCCCC3C2(O)C(F)(F)F)cc1 (stereo not given)	-12%	-2	702	-9%	-27%	1	-10%	-5.8%	12%	0.5%
Cn1c(=O)c2c(nc(N/N=C/c3cccs3)n2Cc2ccc(Br)cc2)n(C)c1=O	21%	0	631	-16%	-16%	x	5%	-10%	-5%	-1.6%
CCOc1ccc(CCN2C(=O)c3cccnc3C2=O)cc1OCC	-6%	6	639	1%	-6%	0.9	2%	-4.2%	-3%	0.1%
FC(F)(F)c1cccc(NC(=S)N2CCN(c3ccccc3)CC2)c1	7%	6	633	7%	11%	0.9	2%	-5.5%	6%	0.7%
CN(C)C(=S)SCC(=O)NCc1ccc(F)cc1	4%	-11	661	11%	8%	1.1	11%	-4.5%	1%	0.6%
CCNc1nc2ccccc2[nH]1	5%	-10	709	14%	19%	1.1	-1%	-5.4%	-1%	-0.6%
O=CNC(=O)c1ccccc1C(=O)O	2%	-3	722	4%	6%	1.1	2%	-5.2%	0%	-1.3%
CCOc1ccccc1Nc1nnc(SCC(=O)Nc2nc(-c3ccc(OC)cc3)cs2)s1	19%	91*	625*	0%	-4%	1.1	4%	-5.5%	8%	0.3%
CCC(=O)Nc1ccc(C(=O)N2CCN(C(=O)c3ccco3)CC2)cc1	-4%	-18	711	10%	13%	1.1	0%	-3.5%	0%	0.5%
O=C(CCc1ccccc1)N1N=C(c2ccncc2)CC1(O)C(F)(F)F (stereo not given)	-13%	2	723	6%	2%	1.1	-1%	-0.4%	4%	3.7%
C#CCOCCOCCOCCNc1nc(N2CCN(C(=O)[C@H](CCC(=O)O)n3cc(C(N)CC(C)C)nn3)CC2)nc(N2CCN(C(=O)[C@H](Cc3cc4ccccc4[nH]3)n3cc(C(N)CC(C)C)nn3)CC2)n1 (stereo not given in full)	3%	-29	678	-17%	-20%	1.2	19%	-2.3%	10%	0.4%
CN1CCN(C2=CC3=CC(=C(C#N)C#N)CCC3CC2)CC1 (stereo not given)	100µM*	-1	718	62%*	34%	1	16%	-17%	2%	0.5%

2 successive entries already listed:
SMILES	P. falciparum M17LAP	Lipid droplet	Lipid droplet cells 6.5 µM	human PMI inhibitors	human PMI inhibition	TNAP activation fold	P. falciparum M1AAP	XIAP antagonists	SIAH1 antagonists	K1F lysis inhibition
CCOC(=O)Cc1csc(NC(=O)CN2C(=O)c3ccccc3S2(=O)=O)n1	14%	3	782	-9%	-4%	1.9	12%	0.6%	2%	-0.1%
CCOC(=O)CNC(=O)Cn1cnc2ccc(S(=O)(=O)N3CCC(C)CC3)cc2c1=O	4%	x	x	-4%	-6%	1.1	-1%	-19%	2%	1.1%

Next section.
SMILES	P. falciparum M17LAP	Lipid droplet	Lipid droplet cells 6.5 µM	human PMI inhibitors	human PMI inhibition	TNAP activation fold	P. falciparum M1AAP	XIAP antagonists	SIAH1 antagonists	K1F lysis inhibition
O=C(c1ccc(Cl)cc1)N1CCC(c2nc(-c3cccs3)no2)CC1	5%	x	x	-5%	-6%	0.9	4%	-3.7%	-1%	-0.4%
COc1ccc(CCN(Cc2nc3ccccc3c(=O)[nH]2)C(=O)c2ccco2)cc1OC	-4%	x	x	-8%	-4%	1.1	1%	-5.4%	-6%	4.3%
O=S(=O)(Nc1cccc2ccccc12)N1CCCC1	12%	-21	783	7%	16%	1.1	10%	-4.1%	-4%	-0.2%
CSc1cccc(NC(=S)NN(C)C)c1	-1%	-4	773	x	x	x	6%	x	11%	0.6%
Cc1noc(N)c1C(=O)Nc1ccc(F)c(Cl)c1	4%	x	x	14%	8%	1.1	-1%	-3.8%	2%	3.9%
CC(C)N(Cc1ccccc1)CC(O)COc1ccc(S(=O)(=O)N2CCOCC2)cc1Cl (stereo not given)	4%	-1	653	-6%	-5%	1.1	7%	-3.7%	4%	1.9%
N#CC1=C(S)N(c2ccc(F)cc2)C(c2cccs2)NC1=O (stereo not given)	4%	-1	776	-29%	-18%	1.1	-2%	-1.2%	0%	0.5%

Single records, from the list above. Order of values: P. falciparum M17LAP, Lipid droplet, Lipid droplet cells 6.5 µM, human PMI inhibitors, human PMI inhibition, TNAP activation fold, P. falciparum M1AAP, XIAP antagonists, SIAH1 antagonists, K1F lysis inhibition
`Cc1noc(N)c1C(=O)Nc1ccc(F)c(Cl)c1` reads 4%, x, x, 14%, 8%, 1.1, -1%, -3.8%, 2%, 3.9%
`CSc1cccc(NC(=S)NN(C)C)c1` reads -1%, -4, 773, x, x, x, 6%, x, 11%, 0.6%
`O=C(c1ccc(Cl)cc1)N1CCC(c2nc(-c3cccs3)no2)CC1` reads 5%, x, x, -5%, -6%, 0.9, 4%, -3.7%, -1%, -0.4%
